OX1R antagonist: OX1R (HCRTR1) antagonists, primary screen, fluorescence, CHO/OX1R cells, Fluo-8 calcium, orexin A | Orexin/Hypocretin receptor type 1 (Homo sapiens), O43613 | 330,000 tested, 0.43% active | AID 434989, 2010 | Fluo-8 calcium fluorescence | inhibition, % at 5 µM;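 active = inhibition above its plate's threshold, mean inhibition of all tested compounds on the plate plus 3 SD, cut at about 37% in these data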;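 also: 0% = orexin A challenge wells and 100% = SB-334867-A antagonist wells; not every result past the cut was called active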
Target sequence (O43613 whole entry, looked up): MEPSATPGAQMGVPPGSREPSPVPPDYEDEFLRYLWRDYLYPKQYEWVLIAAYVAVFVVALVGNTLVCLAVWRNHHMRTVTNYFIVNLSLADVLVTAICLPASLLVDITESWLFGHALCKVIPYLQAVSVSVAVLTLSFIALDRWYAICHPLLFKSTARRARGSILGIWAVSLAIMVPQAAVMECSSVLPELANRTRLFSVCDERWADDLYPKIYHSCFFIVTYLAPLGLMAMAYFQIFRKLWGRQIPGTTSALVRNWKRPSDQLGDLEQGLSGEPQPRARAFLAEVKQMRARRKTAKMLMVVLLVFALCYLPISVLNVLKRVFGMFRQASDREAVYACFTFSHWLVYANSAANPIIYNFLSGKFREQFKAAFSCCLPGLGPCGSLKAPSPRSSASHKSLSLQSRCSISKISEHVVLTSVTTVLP
CHT PAM: CHT positive allosteric modulators, primary screen, cell-based, membrane potential dye, choline EC20. 310,000 tested, 0.49% active. B-score at 10 µM. CHT-expressing cells; stronger effect = higher value; LV-AA mutant CHT in HEK293 cells. High affinity choline transporter 1 (Homo sapiens), Q9GZV3;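 active = initial fluorescence not abnormally high and integrated response B-score, plate-corrected, over 3 SD above library mean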
Target sequence (Q9GZV3 whole entry, looked up): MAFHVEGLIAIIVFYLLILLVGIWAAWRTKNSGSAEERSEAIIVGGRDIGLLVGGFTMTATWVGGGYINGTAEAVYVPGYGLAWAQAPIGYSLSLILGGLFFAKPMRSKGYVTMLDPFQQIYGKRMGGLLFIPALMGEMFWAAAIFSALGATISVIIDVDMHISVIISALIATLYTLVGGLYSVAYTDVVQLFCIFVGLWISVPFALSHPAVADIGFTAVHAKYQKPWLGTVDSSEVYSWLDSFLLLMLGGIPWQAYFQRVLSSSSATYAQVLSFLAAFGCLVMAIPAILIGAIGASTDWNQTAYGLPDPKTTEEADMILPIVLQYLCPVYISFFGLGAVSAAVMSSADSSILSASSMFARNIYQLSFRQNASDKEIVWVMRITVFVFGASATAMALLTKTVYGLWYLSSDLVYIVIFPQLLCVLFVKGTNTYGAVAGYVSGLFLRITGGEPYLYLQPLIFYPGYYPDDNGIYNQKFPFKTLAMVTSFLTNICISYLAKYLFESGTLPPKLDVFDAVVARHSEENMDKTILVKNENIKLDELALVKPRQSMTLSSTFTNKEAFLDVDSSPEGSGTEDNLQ
Active calls of the source: *; i = inactive; . = not tested or not shown.

Preview (two entries):
structure,CHT PAM,OX1R antagonist
COc1ccc(NC(=O)CC2C(=O)N(c3ccc(Cl)cc3)C(=S)N2CCc2ccncc2)cc1 (stereo not drawn),i,-4.5
CCOC(=O)C1=C(CNCCc2ccc(Cl)cc2)NC(=O)NC1c1ccc2c(c1)OCO2 (stereo not drawn),i,-43.5

The whole of this part, repeating the preview:
structure,CHT PAM,OX1R antagonist
COc1ccc(NC(=O)CC2C(=O)N(c3ccc(Cl)cc3)C(=S)N2CCc2ccncc2)cc1 (stereo not drawn),i,-4.5
CCOC(=O)C1=C(CNCCc2ccc(Cl)cc2)NC(=O)NC1c1ccc2c(c1)OCO2 (stereo not drawn),i,-43.5
O=C(Cc1ccc(Br)cc1)Nc1ccccc1N1CCCC1,i,-10.3
O=C(NCc1cc([N+](=O)[O-])ccc1O)c1cccnc1Sc1ccc(Cl)cc1,i,-3.3
Cc1ccccc1COC(=O)CCC1=NS(=O)(=O)c2ccccc2N1,i,-23.5
COCC1CCN(C(=O)C2CCC(=O)N(C3CCCCCC3)C2)CC1 (stereo not drawn),i,.
CC(=O)OCCN(CCOC(C)=O)c1c(C)[nH]c(=O)[nH]c1=O,i,3.9
COc1ccc(CCNC(=O)c2sc3ccccc3c2Cl)cc1OC,i,-36.3
COc1cc(Nc2nnc(C)s2)c(Cl)cc1Cl,i,-22.9
Cc1ccc(S(=O)(=O)Nc2cccc(C(=O)N3CCN(c4ccccc4O)CC3)c2)cc1F,i,-25.0

structure,CHT PAM,OX1R antagonist
CCOc1ccccc1CN1CCC(N2CCC(C(=O)NC3CC3)CC2)CC1,i,-15.6
O=C(Nc1nnc(C2=COCCO2)o1)c1ccc(F)cc1,i,-6.5
COC(=O)COc1cc(OCC(=O)OC)c2c(C)c(Cl)c(=O)oc2c1,i,10.0
COc1ccc(CNS(=O)(=O)c2ccc3c(c2)C(C)(C)C(=O)N3C)cc1,i,-23.0
CC1(CCc2ccc(O)cc2)NC(=O)NC1=O (stereo not drawn),i,-3.3
COc1cc2c(cc1OC)CN(C(=S)Nc1ccccc1Cl)CC2,i,-0.9
N#Cc1cc2c(nc1SCc1ccccc1)CCCC2,i,-14.7
NS(=O)(=O)c1ccc(CNC(=O)COc2ccc3c4c(c(=O)oc3c2)CCCC4)cc1,i,-3.7
CCCNC(=O)Cn1cnc2sc(C(=O)N3CCN(c4ccc(F)cc4)CC3)c(C)c2c1=O,i,-9.3
Cc1ccc(S(=O)(=O)N2CCN(CC(=O)NC(=O)NCc3ccco3)CC2)cc1C,i,-14.2

structure,CHT PAM,OX1R antagonist
CC1SC(=NC(=O)c2ccco2)NC1=O (stereo not drawn),i,-5.9
CC(C)(C)CC(=O)Nc1nnc(SCC(=O)NC2CCCC2)s1,i,-24.1
CCN(CC)S(=O)(=O)c1ccc(N2CCCC2)c(C(=O)OCC(=O)/C(C#N)=C(\C)N)c1,i,-17.7
CCOC(=O)C1(CCCc2ccccc2)CCN(C(=O)CCCn2cncn2)CC1,i,-23.1
O=C(CN1CCN(S(=O)(=O)c2ccc(Br)cc2)CC1)Nc1ccc(F)cc1,i,-12.3
COc1cc(OC)c(C(=O)Nc2ccccc2-c2ccccc2)cc1OC,i,-27.7
CC(c1ccco1)N(C(=O)c1ccccc1F)c1ccccn1 (stereo not drawn),i,3.7
N#CCC(=O)Nc1ccc(C(=O)OCC(=O)c2ccc3c(c2)OCCO3)cc1,i,1.1
CC(=O)c1ccc(NC(=S)N2CCCC2)cc1,i,.
CC12CCC(=O)N1C(C(=O)Nc1ccc(S(=O)(=O)N3CCCCC3)cc1)CS2 (stereo not drawn),i,4.0

structure,CHT PAM,OX1R antagonist
CC(C)=CCC/C(C)=C/COc1ccc2ccc(=O)oc2c1,i,-15.6
CC(C)NC(=O)NC(=O)COc1ccc(Br)cc1Br,i,-8.2
COc1ccc(NC(=O)Nc2ccc(OC)c(OC)c2)c([N+](=O)[O-])c1,i,-5.4
CCCNC(=O)c1ccc(N2CCC3(CC2)CC(c2ccccc2)=NO3)c(N)c1,i,-21.5
CCCCCCCCCCCCN1[C@@H](CC(=O)OC)c2cc(F)ccc2S1(=O)=O,i,-14.7
O=c1[nH]c2cc3c(cc2cc1CN(CCN1CCOCC1)C(=S)NCC1CCCO1)OCO3 (stereo not drawn),i,-24.2
COc1c2c(nc3occc13)C(CC=C(C)C)(OC)C(=O)C=C2 (stereo not drawn),i,-14.1
COc1ccc(-c2ccc3nnc(SCC(=O)NCC4CCCO4)n3n2)cc1 (stereo not drawn),i,-14.9
Cc1nc(CN(C)Cc2nc(Cc3cccc(F)c3)no2)cs1,i,-18.4
CC(C)c1[nH]nc2c1C(c1cccnc1)C(C#N)=C(N)O2 (stereo not drawn),i,-13.8

structure,CHT PAM,OX1R antagonist
Cc1nn(CC(=O)Nc2ccc(C(C)C)cc2)c(C)c1[N+](=O)[O-],i,-14.4
C=CCc1cccc(CNc2nc3ccccc3n2C(C)C)c1O,i,21.9
CC12CCC(C(=O)NC3CCCCC3)([C@H](Br)C1=O)C2(C)C (stereo partly drawn),i,-13.8
CCN1C(=O)N[C@@H](CCc2ccccc2)C(C(=O)OC)=C1C,i,-31.9
O=C(c1cc2ccccc2o1)N1CCCC1,i,-10.4
CCOc1ccc(/C(C)=N/NC(=O)Cn2nc([N+](=O)[O-])cc2C)cc1,i,-14.8
NC(=O)CSc1oc(-c2cccs2)nc1S(=O)(=O)c1ccccc1,i,-1.5
Cc1cccc(C)c1Nc1nnc(SCC(=O)NCc2cccs2)s1,i,-25.2
CC(C)NC(=O)C1CC(=O)N(c2ccc(F)c(Cl)c2)C1 (stereo not drawn),i,-7.7
COc1ccc(Cl)cc1N(CC(=O)Nc1ccc2c(c1)OCCO2)S(C)(=O)=O,i,-7.7

structure,CHT PAM,OX1R antagonist
Cc1ccc(N=C(N(C)C)P(=O)(N(C)C)N(C)C)c(C)c1,i,-16.2
O=C(Nc1cccc(-c2cccc(F)c2)c1)C1CCN(C2CCOCC2)CC1,i,-15.8
CCn1c(SCC(=O)Nc2cccc(NC(=O)c3ccco3)c2)nnc1-c1cccs1,i,0.3
CCc1noc(C)c1C(=O)Nc1ccccc1C(C)(C)C,i,-9.3
Cc1ccc(C)c(S(=O)(=O)Nc2cc(C)on2)c1,i,-1.0
O=C(N/C(=C\c1ccc([N+](=O)[O-])cc1)C(=O)N1CCCCC1)c1ccc(Br)o1,i,-25.5
Cn1c(CNC(=O)c2ccco2)nnc1SCC(=O)Nc1ccccc1Cl,i,-12.7
COc1ccc(CCNC(=O)C2CCN(c3ccc(N4CCOCC4)nn3)CC2)c(OC)c1,i,-21.4
CCn1c(SCC(=O)NC2CCCCC2)nnc1C(C)NC(=O)c1ccccc1F (stereo not drawn),i,-15.9
C[C@@H]1CN([C@H](C)CO)C(=O)c2cc(NS(=O)(=O)c3cn(C)cn3)ccc2O[C@@H]1CN(C)S(C)(=O)=O,.,2.4

structure,CHT PAM,OX1R antagonist
Cc1ccccc1C(=O)NCC(=O)Nc1ccccc1C(F)(F)F,i,-19.5
Cc1ccccc1-c1nc(CS(=O)CC(=O)NC2CCCCC2)c(C)o1 (stereo not drawn),i,-21.1
C=CCN1CC(O)=C(c2nc3ccccc3[nH]2)C1=N,i,-3.8
Cc1cc(-c2[nH]nc3c2C(c2ccc(Cl)cc2)C(C#N)=C(N)O3)c(C)s1 (stereo not drawn),i,-17.1
Cc1ccc2oc(-c3cccc(NC(=O)c4cc(-n5cnnc5)ccc4Cl)c3)nc2c1,i,-22.3
COc1ccc(C2c3ccc(O)cc3Oc3ncn4nc(-c5ccncc5)nc4c32)cc1OC (stereo not drawn),i,-28.1
CC(=O)Nc1ccc(/C(C)=N/NS(=O)(=O)c2ccc(C)cc2)cc1,i,-14.3
O=C(NC1CCCCC1)c1cccc(S(=O)(=O)N2CCCCC2)c1,i,-16.2
Cc1ccc(C(=O)OCC(=O)N2C(C)CCCC2C)s1 (stereo not drawn),.,5.8
COc1ccc2[nH]c3c(=O)n(CCCC(=O)NC4CCCCC4C)c(=S)[nH]c3c2c1 (stereo not drawn),i,-0.6

structure,CHT PAM,OX1R antagonist
COc1cc(/C=C/C(=O)N2CC(C)OC(C)C2)cc(OC)c1OC (stereo not drawn),i,-17.6
O=[N+]([O-])c1ccc(CN2CCN(Cc3c[nH]c4ccccc34)CC2)cc1,i,-16.4
O=C1c2cccc3c([N+](=O)[O-])ccc(c23)C(=O)N1c1ccc(Cl)cn1,i,44.7
CC(=O)c1cc(C(=O)c2ccccc2)sc1Nc1ccccc1,i,-10.0
COC(=O)c1ccccc1NC(=O)CNC(=O)c1ccc(OC)cc1,i,-21.8
O=C(NCc1ccc2c(c1)OCO2)c1ccc2c(c1)S(=O)(=O)c1ccccc1C2=O,i,-24.1
CC(OC(=O)c1cc2ccccc2o1)C(=O)Nc1ccc(N2CCOCC2)cc1 (stereo not drawn),.,-12.3
O=C(COC(=O)c1cccnc1Cl)Nc1ccccc1OC(F)F,i,-14.9
O=c1c2c3c(sc2n(CCN2CCCCC2)c(=O)n1Cc1ccco1)CCCCC3,i,-27.8
COc1ccc(-n2c(=S)[nH]c3cc(C(=O)NCc4ccccc4OC)ccc3c2=O)c(OC)c1,i,7.9

structure,CHT PAM,OX1R antagonist
Cc1ccc2nc(-c3ccc(O)c(O)c3)cn2c1,i,-23.7
CCCCN1CCS(=O)(=O)N(Cc2ccccc2Br)CC(C(=O)OC)C1 (stereo not drawn),.,-10.1
O=C(NCc1ccccc1CN1CCCCC1)c1ccccc1N1CCCC1=O,.,-10.9
Cc1ccc(NC(=O)c2cc(-c3ccc4c(c3)OCO4)on2)cc1,i,0.1
CCOC(=O)C1CCN(C(=O)c2ccc(N(C)S(C)(=O)=O)cc2)CC1,i,-11.3
COc1cccc(CC(NC(C)=O)C(=O)NC2CCN(S(=O)(=O)c3ccc(F)cc3)CC2)c1OC (stereo not drawn),i,-11.6
O=C(CNC(=O)c1ccco1)NCC(=O)OCC(=O)c1ccc(Cl)c([N+](=O)[O-])c1,i,-4.1
Cc1onc(-c2ccccc2)c1C(=O)Nc1ccc(Cl)cn1,i,-30.2
Cc1ccc(NC(=O)CN(C)C(=O)c2cc3c(s2)CCCCC3)cc1,.,-37.1
Cn1c(SCc2c(Cl)cccc2Cl)nc(C(F)(F)F)cc1=O,i,4.0

structure,CHT PAM,OX1R antagonist
Cc1noc(C)c1COC(=O)CCCNC(=O)c1ccc(Cl)cc1,i,-20.6
O=C(NCCO)C(O)C(O)C(=O)NCCO (stereo not drawn),i,-14.7
COC(=O)c1ccccc1NC(=O)CSc1nc(Nc2ccccc2)nc(N2CCOCC2)n1,i,-16.1
O=C(NN=Cc1ccc(O)cc1O)c1ccccc1NS(=O)(=O)c1cccs1,.,-8.8
Cc1cc(C)n(CCNC(=O)CC2C(=O)NCCN2CC2CCCCC2)n1 (stereo not drawn),i,-21.0
CCN1CCc2c(OCc3ccc(C(=O)OC)o3)cccc2C1=O,i,-16.1
O=C(CNC(=S)N(Cc1ccc(F)cc1)C1CCCCC1)NCCN1CCOCC1,i,-38.0
COc1ccc(CN=C2NN=C(c3ccccc3)CS2)cc1,i,-17.9
COc1ccccc1-c1noc(-c2ccco2)n1,i,-20.2
O=C(COc1cccc(C(F)(F)F)c1)NCCCN1CCCC1=O,i,-3.5

Continued (2 carried over from the part before).
structure,CHT PAM,OX1R antagonist
COc1ccccc1-c1noc(-c2ccco2)n1,i,-20.2
O=C(COc1cccc(C(F)(F)F)c1)NCCCN1CCCC1=O,i,-3.5
O=C(NCCOc1ccccc1F)c1cccc(S(=O)(=O)N2CCN(c3ccccc3)CC2)c1,i,-16.3
COc1ccc(-c2cc(C(=O)NCCCN3CCOCC3)c3ccccc3n2)cc1OC,i,-27.2
CN(C)C(=S)Nc1cccc(-c2n[nH]c(=S)o2)c1,i,-3.6
O=C(CSc1ccc(Cl)cc1)Nc1ccc(-c2nc3ccccc3[nH]2)cc1,i,-11.9
O=C(O)C1(Cc2nc3ccccc3[nH]2)CCCC1,i,2.3
Cn1c(CNC(=O)c2ccco2)nnc1SCC(=O)N1CCN(c2ccccc2F)CC1,i,-43.0
N#Cc1ccc(OCC(=O)NCC(c2cccs2)N2CCOCC2)cc1 (stereo not drawn),i,-17.9
O=C(CN1C(=O)C2(OCCCO2)c2ccccc21)NCCc1ccccc1,i,-20.0
CCc1cccc(C)c1NC(=O)COC(=O)c1cc([N+](=O)[O-])ccc1N1CCOCC1,i,-24.4
Cc1ccc(C(C)C)c2c1C(c1ccc3c(c1)OCO3)CC(=O)O2 (stereo not drawn),.,15.3

structure,CHT PAM,OX1R antagonist
O=C(O)CCc1ccc(-c2cccs2)n1-c1ccc(C(=O)O)cc1,i,-16.0
Cc1ccc(C2NC(=O)NC3=C2CCc2ccccc23)cc1 (stereo not drawn),i,-18.9
Cc1ccc2nc(NC(=O)COC(=O)c3cccnc3)sc2c1,.,-20.4
O=C(NCCc1cnn(-c2ccccc2)c1)c1cc(COc2c(F)cccc2F)on1,i,-21.6
NC(=O)c1c(NC(=O)c2ccccc2F)sc2c1CCCC2,i,-16.9
CC1(C)CC(N2CCCC2)=CC(=[N+]2CCCCCC2)C1,8.65*,-18.9
COc1ccc(CC/C(=N\O)C2(O)CCCCC2)cc1,i,-14.3
COc1cc(CNC(=O)CCCC/C=C/C(C)C)ccc1O,i,-25.2
